Screening data: PubChem BioAssay, National Center for Advancing Translational Sciences (NCATS)
SW480 rereplic = induces DNA re-replication in SW480 colon adenocarcinoma cells; SW480 DNA re-replication, Hoechst DNA content imaging, 48 h; Potency, µM (titrated, usually from 46.1 µM), for the others: at the highest dose re-replication activation, actives largely listed as activators; 340,000 tested, 1.8% active; also: potency is read from the fitted curve at half-maximal effect; % of control where 0% means no effect; nearly all actives have a fitted effect of over 55% in size
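Compounds, transferred as 23 nL by pin tool, were incubated with cells for 48 hr; DNA content per nucleus was then quantified by Hoechst staining and fluorescence plate imaging.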
KB-3-1 cytotox = kills parental KB-3-1 adenocarcinoma cells; 400,000 tested, 1.4% active; AID 1347075; KB-3-1 viability, CellTiter-Glo ATP luminescence, 72 h; Potency, µM (top dose mostly 46.1 µM), without a hit: top-dose activity change, negative = cytotoxic, most hits filed as cytotoxic; also: potency is read from the fitted curve at half-maximal effect; % is scaled to controls: 0 for no effect and ±100 for the full control effect; nearly all actives have a fitted effect of over 60% in size
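KB-3-1 parental drug-naive adenocarcinoma cells in DMEM/10% FBS, incubated 72 h at 37 C with pin-transferred compounds across a concentration series. Viability by CellTiter-Glo luminescence; concentration-response curves fitted after normalization.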
KB-V1 cytotox = KB-V1 MDR subline cytotoxicity. AID 1347076. KB-V1 MDR cells viability, CellTiter-Glo, 72 h. 400,000 tested, 3.4% active. Potency, µM (top dose mostly 46.1 µM), for inactives: at the top dose activity change, negative = cytotoxicity, most hits filed as cytotoxic; also: potency is read from the fitted curve at half-maximal effect; % is scaled to controls: 0 for no effect and ±100 for the full control effect; nearly all actives have a fitted effect of over 60% in size
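Compound-treated KB-V1 multidrug-resistant cells, 72 h, 37 degrees C; viability by CellTiter-Glo. Fitted qHTS curves give the values.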
IL1B secr inh = blocks inflammasome-driven IL-1 beta release | THP-1 LPS/ATP IL-1B secretion, AlphaLISA, 16 h; hits give low values | activity change, % at 57.5 µM | 360,000 tested, 4.7% active | AID 743279; in the data active = activity change below about -50%; inconclusive = mostly about -30% to -49%; also: % is scaled to controls: 0 for no effect and ±100 for the full control effect
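Secreted IL-1B measured by AlphaLISA bead assay after 16 h compound exposure of THP-1 cells; compounds (final up to 57.5 uM) added 1 h before LPS (250 ng/mL) and ATP (1.25 mM) stimulation; lower signal means less secretion.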
MCF10A rereplic = inducers of DNA re-replication in MCF 10A breast cells. AID 624296. 350,000 tested, 2.9% active. Potency, µM (doses to about 46.1 µM), without a hit: at the highest dose activity, positive = re-replication, most hits filed as activators. MCF 10A DNA re-replication, Hoechst nuclear intensity, 48 h; also: potency is read from the fitted curve at half-maximal effect; % of control where 0% means no effect; nearly all actives have a fitted effect of over 50% in size
ATXN2 expr inh = reduces ATXN2 reporter expression in HEK-293 cells | HEK-293 ATXN2-luciferase reporter, luminescence, 24 h | Potency, µM (highest dose often 57 µM), for the others: top-dose activity change, negative = inhibition, usual class: inhibitors | 360,000 tested, 0.72% active; also: potency is read from the fitted curve at half-maximal effect; % is scaled to controls: 0 for no effect and ±100 for the full control effect; nearly all actives have a fitted effect of over 55% in size
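ATXN2-luciferase reporter cells (luciferase flanked by upstream and downstream ATXN2 gene portions) were treated 24 h at 37 °C with compounds at up to 57 uM. SteadyGlo luminescence gave expression; GF-AFC fluorescence gave viability.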
ATXN viability = reduces viability in counter-screen for ATXN expression inhibitors | S2 cells (HEK-293 line with an ATXN2-luciferase reporter) viability, CellTiter-Fluor protease fluorescence, 24 h | Potency, µM (highest dose often 56.7 µM), actives largely listed as cytotoxic | 400,000 tested, 0.49% active; also: potency is read from the fitted curve at half-maximal effect; nearly all actives have a fitted effect of over 40% in size
HT1080NT lethal = kills 2HG-producing HT-1080-NT fibrosarcoma cells; AID 686970; 360,000 tested, 1.6% active; Potency, µM (series often up to 46.1 µM), inactives show at the top dose activity, negative = less viability, most hits filed as cytotoxic; HT-1080-NT fibrosarcoma viability, CellTiter-Glo ATP luminescence, 48 h;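 also: NT is the 2HG producing partner of a matched IDH1 knockdown line; potency is read from the fitted curve at half-maximal effect; 0% = DMSO-treated cells and -100% = media-only wells without cells; nearly all actives have a fitted effect of over 55% in size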
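Read-out is CellTiter-Glo luminescence after 10 minutes at room temperature, following 48 hours' compound treatment of HT-1080-NT cells (750 cells/well, RPMI, 5% FBS, 37 degrees C).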
HT1080 IDH1KD tx = toxicity to HT-1080 IDH1 knockdown cells (counter line); HT-1080 IDH1 knockdown viability, ATP luminescence, 48 h; Potency, µM (series often up to 46.1 µM), for the others: top-dose activity, negative = toxicity, usual class: cytotoxic; 360,000 tested, 2% active;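 also: potency is read from the fitted curve at half-maximal effect; 0% = DMSO wells and -100% = cell-free medium wells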
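CellTiter-Glo luminescence after 48 h compound exposure at 37 degrees C of IDH1-knockdown HT-1080 cells in 5% FBS RPMI. %Activity scaled between DMSO wells and cell-free media wells, with curves fitted and assigned curve classes.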
Numbers without * were called inactive; i = inactive; ? = inconclusive; . = not tested or not shown; [ ] = another dose, or the depositor's remark. Unless noted, calls follow the shape of the dose curve; as a rule, active = well fitted curve in the direction sought with a large enough effect; inconclusive = small, poorly fitted or top-dose-only effect, or another doubt; inactive = no such curve, though single readings can be large; an effect the other way counts as inactive or inconclusive.

nr	Compound	SW480 rereplic	KB-3-1 cytotox	KB-V1 cytotox	IL1B secr inh	MCF10A rereplic	ATXN2 expr inh	ATXN viability	HT1080NT lethal	HT1080 IDH1KD tx
1	Cc1noc2ncnc(Oc3ccc(C(C)(C)C)cc3)c12	-48.9%[inhibitor]	2.3%	-6.5%	20.2	0.1%	6.5%	i	-1.8%	8.4%
2	Cc1ccccc1N1CC(C(=O)Nc2ccc(S(=O)(=O)N3CCCCC3)cc2)CC1=O (stereo not drawn)	10.2%	-17.2%	-12.7%	-4.4	9.3%	-5.0%	i	1.9%	-8.3%
3	Cn1c(CNC(=O)c2ccc3c(c2)OCO3)nnc1SCC(=O)Nc1ccc(F)cc1	-5.0%	-1.9%	2.3%	2.5	4.9%	-19.7%	i	-17.3%	-8.0%
4	Cn1c(C(=O)NCc2cccnc2)cc2sccc21	-3.9%	?	-1.1%	10.3	2.2%	4.0%	i	7.7%	1.2%
5	O=C(NC1CCCCC1)c1cc2nc(-c3ccco3)cc(C(F)(F)F)n2n1	15.0%	-8.6%	?	-6.4	-2.8%	6.1%	i	-0.6%	2.3%
6	CCC1CCCCN1CCCNC(=O)c1ccc2c(c1)sc1nc(-c3ccc(F)cc3)cn12 (stereo not drawn)	.	2.6%	8.1%	.	.	-18.4%	?	.	.
7	O=C(N/N=C/c1ccc[nH]1)c1ccccc1OCc1ccc(F)cc1	-15.8%	0.4%	-10.4%	-1.3	7.0%	-0.1%	i	0.0%	-0.5%
8	CN(CCCCCCN(C)Cc1ccccc1O)Cc1ccccc1O	10.1%	-6.5%	-4.8%	?	?	.	?	-19.3%	-7.9%
9	CCS(=O)(=O)c1nc(S(=O)(=O)c2ccc(Cl)cc2)c(NCc2ccc(Cl)cc2)s1	.	-0.4%	-4.8%	.	.	6.4%	i	.	.
10	COC(=O)c1cn(NC(=O)Cc2cccc(C(F)(F)F)c2)c(=O)c2ccccc12	0.8%	0.2%	-19.8%	19.5	-3.0%	-28.6%	i	-9.8%	12.3%
11	CC(C)CNC(=S)NC1CC2CCCC(C1)N2Cc1ccco1 (stereo not drawn)	1.2%	3.7%	-30.0%	-9.6	-11.5%	-8.7%	i	18.1%	5.7%
12	CCn1nc(C)c(CNC(=O)c2cc(COc3cncc(Cl)c3)on2)c1C	1.8%	-4.9%	?	17.6	-1.5%	-8.4%	i	-1.5%	-3.1%
13	N#Cc1cccc(S(=O)(=O)NCC(=O)NCc2ccc3c(c2)OCO3)c1	-16.7%	-9.7%	-5.7%	27.8	6.5%	-1.4%	i	2.7%	-1.0%
14	Cc1ccc(N(Cc2ccccc2)C(=O)c2cccc(F)c2)cc1	7.4%	-25.5%	-6.0%	-61.2*	0.4%	0.9%	i	-15.1%	-12.1%
15	CCOc1ccc(C2=Nn3c(nnc3-c3ccccc3)SC2)cc1Cl	-3.0%	-1.3%	-0.5%	33.5	1.3%	-0.9%	i	-10.0%	-5.4%
16	COc1ccc(-c2cc(C#N)nc(Cl)n2)cc1	24.1%	-2.6%	-2.1%	.	?	-26.1%	?	7.31µM*	9.2µM*
17	COCCn1c(-c2ccc(OC)cc2)nc2ccccc21	1.5%	6.1%	0.0%	?	7.4%	22.2%	i	1.8%	-6.8%
18	CC(=O)Nc1ccc(OCC(O)Cn2nc(C)nc2C)cc1 (stereo not drawn)	-4.0%	?	-13.5%	-11.4	-4.1%	-5.1%	i	2.4%	14.4%
19	COc1nc(=O)n(C2C=CC(=O)O2)cc1F (stereo not drawn)	.	-33.5%	0.0%	0.0	.	.	?	?	?
20	CN(Cc1ccc(Cl)cc1Cl)C(=O)c1cccc(S(=O)(=O)NCc2ccccc2)c1	-3.9%	?	5.17µM*	?	2.9%	-5.3%	?	-2.0%	-6.5%
21	COC(=O)c1sc2nc(SCC(=O)N(C)c3ccccc3)n(N)c(=O)c2c1C	?	-0.2%	6.1%	20.2	19.4%	.	i	0.9%	10.1%
22	O=C(Nc1ccccc1F)Nc1ccccc1F	-7.6%	-22.9%	-4.6%	4.3	1.2%	30.5%[activator]	i	1.9%	7.0%
23	CCSc1nnc(NC(=O)CSc2c(Cl)cccc2Cl)s1	-2.7%	-14.4%	-6.8%	-0.7	-12.1%	1.5%	i	1.5%	4.7%
24	COc1ccc(OC(=O)Cc2cccc3ccccc23)cc1	-41.9%[inhibitor]	?	-6.2%	34.9	-0.2%	8.0%	i	-7.4%	-7.8%
25	CCCOc1ccccc1C1C(C(=O)Nc2ccccc2)=C(C)Nc2nnnn21 (stereo not drawn)	.	?	5.6%	.	.	-17.1%	?	.	.
26	O=C(CN(CC(=O)N1CCOCC1)S(=O)(=O)c1ccc(Br)s1)N1CCOCC1	1.0%	6.4%	14.5%	16.9	-1.5%	-0.6%	i	13.5%	8.1%
27	CCc1ccccc1NC(=O)NCc1ccc2c(c1)OCO2	0.8%	-2.9%	-15.1%	-0.8	?	-3.2%	i	-0.8%	10.4%
28	CC(=O)Nc1ccc2c(c1)nc(C)n2Cc1ccccc1	-8.4%	-0.1%	17.7%	-6.0	1.4%	.	i	1.2%	-2.3%
29	COCCNC(=S)N1CCc2cc(OC)c(OC)cc2C1c1cccs1 (stereo not drawn)	-5.8%	13.4%	6.1%	11.4	-2.7%	0.3%	i	3.2%	5.3%
30	Cc1ccc2nc(C3CCN(CC(=O)Nc4ccc5c(c4)OCCO5)CC3)[nH]c2c1	4.5%	-8.1%	-27.5%	-14.8	29.0%	-16.3%	i	?	?
31	COc1ccc(S(=O)(=O)N2CCCCCC2)cc1NC(=O)CN(C)Cc1ccc2c(c1)OCO2	-0.5%	-28.3%	14.7%	0.0	25.3%	-25.2%	i	-17.2%	?
32	Cc1cc(NC(=O)CS(=O)(=O)c2cn(Cc3cccc(C(F)(F)F)c3)c3ccccc23)no1	.	-8.2%	-0.5%	12.8	.	9.5%	i	-12.8%	-6.4%
33	CCS(=O)(=O)CCSc1nc2ccccc2o1	-0.3%	0.1%	-0.7%	3.8	9.3%	7.2%	i	-5.3%	-0.6%
34	COc1ccc(CNc2nc3ccccc3n2C)c(OC)c1	-3.8%	?	?	?	0.9%	-3.2%	.	-28.2%	-24.9%
35	Cc1ccc(S(=O)(=O)CCSc2ccc(C(F)(F)F)cn2)cc1	-1.9%	4.1%	6.3%	-11.6	-0.5%	-20.9%	i	-3.8%	0.2%
36	COc1ccccc1C(=O)Nc1ccccc1C(=O)NC1CCCCC1	?	-0.3%	?	i	1.7%	-19.9%	i	-1.7%	-4.1%
37	Cc1cc(C)c2c(-n3cccc3)c(C(=O)NNS(=O)(=O)c3ccc(Br)cc3)sc2n1	-7.4%	16.7%	?	16.1	?	2.3%	i	-8.0%	-18.2%
38	O=C1CC(C(=O)Nc2nccs2)C(c2ccccc2)O1 (stereo not drawn)	-3.3%	-0.1%	-8.8%	-1.2	?	-10.6%	i	-1.5%	-0.8%
39	N#Cc1ccc(OCC(=O)NCC2COc3ccccc3O2)cc1 (stereo not drawn)	-2.3%	0.0%	7.6%	19.6	-5.6%	4.0%	i	2.4%	-2.9%
40	CC(NCC(=O)NC(=O)NCCC1=CCCCC1)c1ccc(S(N)(=O)=O)cc1 (stereo not drawn)	?	1.5%	-5.6%	20.0	0.0%	-3.2%	i	-3.6%	1.5%
41	CCOC(=O)c1sc(NC(=O)CN2CC(C)OC(C)C2)nc1C (stereo not drawn)	-0.7%	9.9%	-8.5%	37.8	-19.9%	2.9%	i	2.6%	-0.6%
42	O=C(NCc1ccco1)c1ccc(=O)[nH]n1	-2.5%	24.0%	?	21.7	-1.1%	-0.5%	i	21.8%	?
43	CCc1nc2c(OCc3ccc(C(=O)N(C)C)cc3)cccn2c1N(C)C(=O)c1ccc(C)cc1	.	0.0%	-3.2%	18.1	.	-12.1%	i	-5.2%	4.1%
44	CCOc1ccc(NC(=O)c2sc3nc4c(c(-c5ccccc5)c3c2N)C(=O)CC(C)(C)C4)cc1	.	-0.2%	8.6%	.	.	9.6%	i	.	.
45	COc1ccc(C(=O)OCC(=O)NC2CCCC2)c(OC)c1OC	-2.1%	23.9%	-2.1%	25.3	4.1%	-29.6%	?	13.6%	5.8%

Among those listed so far, four have a CF3 group:
nr	Compound	SW480 rereplic	KB-3-1 cytotox	KB-V1 cytotox	IL1B secr inh	MCF10A rereplic	ATXN2 expr inh	ATXN viability	HT1080NT lethal	HT1080 IDH1KD tx
5	O=C(NC1CCCCC1)c1cc2nc(-c3ccco3)cc(C(F)(F)F)n2n1	15.0%	-8.6%	?	-6.4	-2.8%	6.1%	i	-0.6%	2.3%
10	COC(=O)c1cn(NC(=O)Cc2cccc(C(F)(F)F)c2)c(=O)c2ccccc12	0.8%	0.2%	-19.8%	19.5	-3.0%	-28.6%	i	-9.8%	12.3%
32	Cc1cc(NC(=O)CS(=O)(=O)c2cn(Cc3cccc(C(F)(F)F)c3)c3ccccc23)no1	.	-8.2%	-0.5%	12.8	.	9.5%	i	-12.8%	-6.4%
35	Cc1ccc(S(=O)(=O)CCSc2ccc(C(F)(F)F)cn2)cc1	-1.9%	4.1%	6.3%	-11.6	-0.5%	-20.9%	i	-3.8%	0.2%
